# Platelet DG rel – inhibitors of platelet dense granule secretion, primary screen, cell-based, MLPCN, human platelets; human platelet-rich plasma, SFLLRN dense granule ATP release, luminescence; inhibition, %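 (compounds screened at 7.5 µM in platelet-rich plasma)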; AID 1663, 2009; hit rate 0.22% among 300,000;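 active = mean replicate score, as percent of positive control, at or above 50; inconclusive = mean below 50 but at least one replicate at or above 50; inactive = mean and every replicate below 50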
# AI-2 QS modul – Vibrio harveyi AI-2 quorum sensing modulators, primary screen, JMH597 strain, luminescence/OD600 ratio; hit rate 0.4% among 300,000; Vibrio harveyi JMH597 AI-2 luminescence/OD600 ratio, 9 h; hits give low values; strain lacks LuxN and CqsS sensors; 0 = neutral-control median; activity change, % at 7.5 µM; in the data active = activity change below about -75%, passing the limit was not always enough; inconclusive = no clear call, values can overlap the other calls;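 also: luminescence divided by OD600 gain over 9 h not by final OD600 alone; inactives centre near 13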
# GSK3B inh – human GSK3beta kinase inhibitors, primary screen, biochemical, cell-free homogeneous, HTS. Glycogen synthase kinase-3 beta (Homo sapiens), P49841. hit rate 0.038% among 300,000. GST-GSK3beta kinase, ADP-Glo luminescence, 60 min; hits give low values. activity score (negative = inhibition), % at 10 µM;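 active = more than half of replicate wells score below -50%, meaning over 50% inhibition versus plate controls; inconclusive = some replicates but at most half score below -50%; inactive = no replicate scores below -50%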;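 also: 0% = median DMSO wells and -100% = median GW8510 positive control wells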
# Target sequence (P49841 whole entry, looked up): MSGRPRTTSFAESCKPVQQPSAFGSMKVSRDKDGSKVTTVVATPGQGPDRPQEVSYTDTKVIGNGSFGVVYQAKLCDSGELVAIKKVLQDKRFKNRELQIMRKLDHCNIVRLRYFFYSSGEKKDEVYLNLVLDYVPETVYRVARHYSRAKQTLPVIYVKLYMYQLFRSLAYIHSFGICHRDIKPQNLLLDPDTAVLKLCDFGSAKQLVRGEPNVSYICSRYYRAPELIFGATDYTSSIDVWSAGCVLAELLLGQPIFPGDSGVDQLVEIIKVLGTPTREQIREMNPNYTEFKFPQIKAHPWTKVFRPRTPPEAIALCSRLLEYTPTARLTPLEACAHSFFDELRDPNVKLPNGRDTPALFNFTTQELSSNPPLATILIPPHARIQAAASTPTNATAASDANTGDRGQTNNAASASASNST
#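 Test system: GST-fused GSK3beta enzyme, cell-free | Quantity: 1.6 ng GST-GSK3beta enzyme per well | Reagent: 25 µM ATP with peptide substrate | Schedule: 60 min enzyme reaction, room temperature | Signal: Luminescent ADP-Glo measurement of ADP formed | Read-out basis: Score relative to plate controls | Control set: DMSO and 20 µM GW8510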
# HSF1 inh – HSF1 inhibitors in luciferase reporter cells, primary screen, cell-based, NIH3T3, luminescence; NIH3T3-HGL HSE-luciferase, MG132-induced, luminescence 8 h; hits give low values; activity change, negative = inhibition, % at 7.5 µM (by protocol); hit rate 0.77% among 300,000;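 active = more than half of replicate wells show activity change below -50%, luminescence cut by over half; inconclusive = some wells, but at most half, below -50%; inactive = no replicate well below -50%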;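 also: luciferase reports HSF-1 transcriptional activity via heat shock element; 0% = median of DMSO wells and -100% = zero luminescence signal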
# DYRK1A inh – rat Dyrk1A kinase inhibitors, primary screen, biochemical, single point, plate reader; inhibition, % at 12.5 µM; hit rate 0.43% among 310,000; Dual specificity tyrosine-phosphorylation-regulated kinase 1A (Rattus norvegicus), Q63470; AID 504441, 2011; ADP-Glo luminescence, NFATc1 peptide; in the data active = inhibition above about 50%;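 also: plate controls were vehicle with enzyme for no effect and no enzyme for full effect; many of its hits are not listed in these tables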
# HDAC3 inh – HDAC3 deacetylase inhibitors, primary screen, biochemical, fluorescence, cell-free homogeneous; Histone deacetylase 3 (Homo sapiens), O15379; recombinant HDAC3, fluorogenic peptide/trypsin coupled; inhibition, % at 8.3 µM; hit rate 0.15% among 320,000; AID 2718, 2010; in the data active = inhibition above about 26%, passing the limit was not always enough; inconclusive = no clear call, values can overlap the other calls
# HSF1 activator – HSF-1 activators, primary screen, NIH3T3-HGL cells, MG132 stress, luminescence, single point; NIH3T3-HGL HSF-1 luciferase reporter, 8 h; 100% = twice DMSO control signal; hit rate 1.7% among 300,000; activation, % at 9 µM;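 active = mean replicate activation of at least 50% with a set share of replicates each reaching 50%; inconclusive = only one of those two conditions met; inactive = mean below 50% and too few replicates reaching it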;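 also: 0% = median of the neutral control wells and 100% = twice that signal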
# PolyA inhibitor – polyadenylation inhibitors in yeast reporter cells, primary screen, luminescence, S. cerevisiae; S. cerevisiae SKY197-pL101 polyadenylation reporter, beta-gal luminescence; efflux-impaired pdr1/pdr3 knockout yeast; score 100 = 6 SD above DMSO; calls only at 12 µM; hit rate 0.02% among 300,000;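 active = lowest replicate activity score at least 50, where 100 means six control SD above control mean; inconclusive = lowest score under 50 but half or more replicates reach 50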;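 also: yeast exposed to compound for 9 h at 30 °C; higher score means more reporter readthrough which indicates perturbed polyadenylation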
# HSP90 inh – HSP90 inhibitors, primary screen, cell lysate, luminescence; inhibition, % at 5.6 µM; hit rate 0.91% among 290,000; Rabbit reticulocyte lysate, luciferase refolding luminescence, 3 h; Heat shock protein HSP 90 (rabbit reticulocyte lysate; luciferase refolding);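 active = inhibition above the screen-wide mean plus 3 SD, computed separately per campaign, cut at about 16% in these data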;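 also: 0% = DMSO wells and 100% = 60 µM geldanamycin wells; inhibitors lower the luminescence because luciferase stays unfolded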
# GSK3 alpha inh – blockers of GSK3A enzyme activity – biochemical, luminescence, cell-free homogeneous, HTS, primary screen. GSK-3 alpha kinase, ADP-Glo luminescence, 60 min. inhibition, % at 10 µM. hit rate 0.1% among 320,000;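 in the data active = inhibition above about 50%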;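 also: GST-tagged GSK-3 alpha with peptide substrate and 25 µM ATP; 0% = DMSO neutral wells and 100% = GW8510 positive control wells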
# Target sequence (P49840 whole entry, looked up): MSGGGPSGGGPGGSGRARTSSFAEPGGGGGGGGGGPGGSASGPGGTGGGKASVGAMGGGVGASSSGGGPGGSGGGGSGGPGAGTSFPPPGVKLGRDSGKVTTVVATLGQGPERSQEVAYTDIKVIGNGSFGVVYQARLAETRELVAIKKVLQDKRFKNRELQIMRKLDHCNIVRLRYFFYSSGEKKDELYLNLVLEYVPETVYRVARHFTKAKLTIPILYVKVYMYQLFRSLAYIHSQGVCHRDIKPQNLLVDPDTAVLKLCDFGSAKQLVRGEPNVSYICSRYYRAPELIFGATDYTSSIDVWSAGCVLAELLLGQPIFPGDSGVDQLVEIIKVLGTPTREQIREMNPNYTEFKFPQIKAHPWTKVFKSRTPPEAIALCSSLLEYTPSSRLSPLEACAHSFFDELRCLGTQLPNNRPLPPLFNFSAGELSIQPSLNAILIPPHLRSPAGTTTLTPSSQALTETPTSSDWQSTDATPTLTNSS
# Starred values were filed as active, the others as inactive; i = inactive; ? = inconclusive; . = not tested or not shown.
No.	Structure	Platelet DG rel	AI-2 QS modul	GSK3B inh	HSF1 inh	DYRK1A inh	HDAC3 inh	HSF1 activator	PolyA inhibitor	HSP90 inh	GSK3 alpha inh
1	CC(Oc1ccc(F)cc1)C(=O)Nc1ccc2ccccc2c1 (stereo not drawn)	-2.2	18.9	3.3	-8.4	-2.6	-1.4	-3.8	i	2.0	0.8
2	CN1CC(=O)Nc2ccc(F)cc2C1=O	1.1	29.5	-3.0	-3.0	3.4	-2.7	-3.6	i	0.3	.
3	Cc1ccc(C)c(Nc2c([N+](=O)[O-])c(=O)oc3ccccc23)c1	-5.2	-0.9	-1.1	1.6	8.0	-1.2	9.0	i	-1.8	1.4
4	COc1ccc(OC)c(S(=O)(=O)NC(C)CCc2ccccc2)c1 (stereo not drawn)	14.1	-18.5	-2.9	3.8	-3.8	6.0	1.5	i	-2.9	-4.0
5	CC(C)(C)C(=O)OCC1OC(n2cnc(C(N)=O)n2)C(O)C1O (stereo not drawn)	0.1	29.9	1.4	-8.1	-1.0	0.4	-2.2	i	-1.4	-0.4
6	O=C(Cc1ccc(O)cc1)N/N=C/c1cccnc1	.	37.3	2.2	.	-3.8	6.9	.	.	5.1	.
7	COc1cc(/C=C2\C(=O)ON=C2c2ccccc2)cc(Br)c1O	-0.4	35.3	1.8	-12.1	0.7	1.9	-5.5	i	-0.5	-7.3
8	O=C(CCc1ccccc1)NNC(=S)NC(=O)c1ccccc1	6.3	-308.8*	0.2	14.2	-2.3	-1.4	18.9	i	-2.2	-2.9
9	S=c1[nH]nc(C2CCCCC2)n1/N=C/c1cccc(Br)c1	1.0	-6.4	5.7	-27.7	1.1	-5.3	-43.8	i	-4.8	-1.2
10	COC(=O)CSc1nc(NC(C)C)nc(N2CCOCC2)n1	-6.9	-0.8	1.7	-0.7	1.8	3.6	-23.2	i	4.5	-0.7
11	CC(=O)Nc1sc(C)c(C)c1C(=O)OCCOc1ccccc1	12.7	39.5	-1.7	30.8	-0.1	?	61.7*	i	1.8	-2.1
12	COC(=O)C1CN(S(=O)(=O)c2ccc(C)cc2)CCN1S(=O)(=O)c1ccc(C)cc1 (stereo not drawn)	-27.2	3.5	-1.0	1.1	-0.7	-8.1	6.2	i	-1.6	.
13	COc1cc(C2C(C#N)=C(N)Oc3cc(C)oc(=O)c32)cc2c1OCO2 (stereo not drawn)	-1.2	17.5	1.2	-2.6	-4.1	0.7	6.4	i	-2.7	3.8
14	CC1CCc2nn(CC(=O)NC3CCCC3)cc2C1 (stereo not drawn)	5.4	18.3	0.5	-5.0	12.7	-0.8	9.2	i	-2.7	-3.1
15	N#C/C(=C\c1ccc(-c2nc3ccccc3s2)o1)C(N)=O	-0.6	7.8	4.8	-9.2	.	6.5	10.0	i	-1.3	-0.1
16	CC/C(=N\Nc1ccc([N+](=O)[O-])cc1)c1ccccc1	2.0	19.1	2.8	8.0	-3.0	4.4	-0.4	i	-2.1	5.3
17	CC1(C)CC(=O)C(CCC(=O)c2ccccc2)C(C)(C)N1 (stereo not drawn)	6.0	26.0	4.8	-85.9*	3.8	-14.4	-88.7	i	1.1	-2.6
18	Cc1ccc(NC(=O)CCN2C(=O)OC(C)(C)C2(C)O)cc1 (stereo not drawn)	-4.0	19.0	3.0	-7.2	.	2.9	16.9	i	-3.1	-0.4
19	Cc1onc(NC(=O)NC(=O)c2c(F)cccc2Cl)c1Br	-11.3	32.7	-0.8	-2.7	1.0	-3.1	2.9	i	-2.8	-0.8
20	Cc1ccc2[nH]c(=O)c(CN(Cc3ccc4c(c3)OCO4)Cc3nnnn3C3CCCC3)cc2c1	-1.6	52.4	-24.2	22.4	-1.7	11.4	19.9	i	8.8	-2.8
21	CN(C(=O)c1ccc(NC(=O)C2CC=CCC2C(=O)O)cc1)c1ccccc1 (stereo not drawn)	-0.6	26.8	2.9	-9.0	2.4	1.4	-3.3	i	1.1	-2.4
22	CC(=O)Nc1ccc(SCC(=O)c2cc(C)n(Cc3cccs3)c2C)cc1	-3.4	23.8	-0.1	-69.4*	3.6	2.8	-75.0	i	2.9	-0.1
23	CC(=O)Nc1ccc(S(=O)(=O)N2CCN(CCc3ccccc3)CC2)cc1	.	15.7	5.5	-2.1	-1.5	-1.5	11.1	i	2.3	-1.8
24	COc1ccc(CCC(=O)OCC(=O)N(C)c2c(N)n(Cc3ccccc3)c(=O)[nH]c2=O)cc1	5.5	17.2	1.7	3.6	0.1	1.2	5.4	i	.	-1.2
25	ON=C1CCN(c2ncc(C(F)(F)F)cc2Cl)CC1	0.8	11.5	0.8	1.3	1.0	-0.1	1.0	i	0.7	-1.5
26	Cc1ccc(CN(C(=O)c2sc3ccccc3c2Cl)C2CCS(=O)(=O)C2)cc1 (stereo not drawn)	-5.0	33.6	0.9	7.2	5.0	3.6	13.8	i	0.4	4.8
27	Cc1ccc2nc(-c3ccc(NC(=O)CN4C(=O)NC(C)(c5ccc(OC(F)F)cc5)C4=O)cc3)sc2c1 (stereo not drawn)	-13.6	25.5	8.2	3.9	-4.3	-11.8	12.1	i	-3.3	-1.8
28	C=CCn1c(SCC(=O)NNC(=O)Nc2cccc(Cl)c2)nnc1-c1ccccc1	4.6	3.1	4.3	-1.1	5.7	-1.6	16.4	i	2.7	-0.1
29	O=C(CSc1ncn[nH]1)c1ccccc1	0.7	43.0	-1.6	0.9	0.9	23.0	3.8	i	0.7	-0.5
30	CC1(C)Cc2ccccc2-c2nc(-c3ccccc3)oc(=O)c21	-11.0	20.9	-19.5	0.7	1.8	4.9	1.0	i	-0.7	5.5
31	CC1CCCCN1C(=O)CCn1c(=S)oc2ccccc21 (stereo not drawn)	-3.3	23.8	-0.4	4.6	-2.2	0.7	9.1	i	1.8	-1.2
32	Cc1sc2nc(COC(=O)CNC(=O)c3ccc(C(C)(C)C)cc3)[nH]c(=O)c2c1C	-12.0	29.9	-0.1	15.7	0.5	12.0	8.2	i	-1.8	-2.5
33	COc1ccc(NC(=O)C/C(C)=N/NC(=O)C2CCCCC2)c([N+](=O)[O-])c1	0.7	.	.	1.7	-1.4	-0.3	1.3	i	0.9	3.6
34	CC(=O)N(Cc1ccc(F)cc1)c1cccc(C)c1C	0.2	24.1	1.3	2.4	-4.4	1.0	-16.4	i	-4.5	-2.3
35	COc1ccc(CNC(=O)C/C(C)=N/NC(=O)Cc2ccc(OC)c(OC)c2)cc1	3.9	17.4	1.9	-5.3	-6.1	1.3	-10.1	i	-0.9	-1.1
36	Cc1cccc(S(=O)(=O)Nc2cccc3c2C(=O)c2ccccc2-3)c1	-0.9	-1.1	-1.5	-0.9	-6.7	-3.8	-2.3	i	4.0	-2.2
37	COc1ccc(O)c(/C=N/N2CCCCC2)c1	18.1	1.1	-0.3	5.8	12.7	2.1	40.2	i	-0.5	-1.8
38	COC(=O)CCC(=O)NC(=S)Nc1ccccc1F	-2.7	12.0	-0.3	-7.5	-4.2	0.8	-6.5	i	-4.0	2.1
39	O=C(CCc1nc2ccccc2c(=O)[nH]1)Nc1nnc(SCc2ccc(Cl)cc2)s1	3.0	.	.	-1.0	14.7	7.6	-3.4	i	.	-0.8
40	COc1ccc(CNC(=O)[C@H](CCSC)NC(=O)N2CCn3c2nc2ccccc23)cc1	8.6	27.4	3.0	4.3	2.5	0.8	9.9	i	-4.6	-2.1
41	COCc1cc(C)[nH]c(=O)c1C#N	3.3	7.0	2.1	-0.9	6.5	-28.2	-6.9	i	-0.1	4.0
42	O=C(CSc1n[nH]c(=O)[nH]c1=O)c1ccc(Cl)cc1Cl	2.2	3.9	0.8	4.5	5.2	-0.7	13.6	i	4.6	-5.3
43	CSc1ccc(CCNC(=O)CCc2nnc3ccc(N4CCCCC4)nn23)cc1	8.3	21.2	1.1	3.1	12.3	2.5	9.6	i	-3.7	-2.0
44	S=C(NCCN1CCOCC1)N/N=C/c1cccs1	-1.9	13.1	1.3	-5.9	-4.3	5.5	1.9	i	-3.9	-0.3
45	CCC(C)(C)NC(=O)Cc1ccc(F)cc1	3.9	18.6	-0.1	-1.6	0.3	-3.6	5.5	i	0.6	-0.3
46	COc1ccccc1CNc1cc(C)ccc1C	6.1	26.4	2.5	-3.7	4.4	-0.5	-0.9	i	2.2	0.3
47	O=C(N/N=C/c1ccncc1)c1cc2ccccc2o1	1.8	5.7	-4.8	-3.2	30.1	2.3	-0.3	i	2.0	-4.5
48	NC(=O)CC(NC(=O)Cc1cccc2ccccc12)c1ccc(N2CCC(N3CCCC3)CC2)c([N+](=O)[O-])c1 (stereo not drawn)	-0.4	36.8	1.6	8.5	6.7	3.3	-6.2	i	0.1	-0.1
49	CCOC(=O)C(C)(C)Sc1nc2c(cnn2-c2ccc(Cl)cc2)c(=O)[nH]1	1.0	-0.9	4.4	-4.7	2.1	2.8	-13.4	i	-0.3	-2.9
50	CCCCOC(=O)C1CCCC(C(=O)OCCCC)N1 (stereo not drawn)	-6.6	8.8	1.7	19.8	4.2	5.6	18.9	i	2.9	-1.9
51	COCCn1c(C)cc(C(=O)COC(=O)c2c(C)nn(Cc3ccccc3)c2C)c1C	-2.5	-5.8	-6.5	0.0	7.1	11.0	13.1	i	1.0	0.3
52	COc1ccc(C)cc1NC(=O)c1cc2ccccc2o1	-0.6	11.5	-0.8	13.1	-3.3	3.3	8.8	i	0.6	-1.4
53	COc1cc(/C=N/Nc2ccccn2)ccc1OCC(C)C	8.5	.	.	16.5	.	12.4	24.1	i	-0.6	-0.4
54	Cc1nc(C)c(-c2ccc(SCC(=O)Nc3ccc(C)c(Cl)c3)nn2)s1	-1.7	6.4	-0.1	4.9	5.7	-0.3	-2.1	i	-0.6	-0.8
55	CCC1CC(CSc2ncn[nH]2)OC1=O (stereo not drawn)	-0.6	29.5	-1.5	-9.8	2.4	-1.9	-2.0	i	-5.2	-1.4

# Compound activity as filed in PubChem BioAssay.

# A portion of the library. The share of hits here may be higher or lower than overall.
